High-throughput results from PubChem BioAssay.
FBW7 act = activators of human E3 ligase FBW7 | actives 0.13% (n = 650,000) | normalized activity (activation), % at 26.1 µM | Q969H0 | AlphaScreen FBW7–phospho-cyclin E peptide binding, activator screen; in the data active = normalized activity above about 1.9%;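 note: purified mutant Fbw7 with reduced substrate affinity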
TEAD-YAP inh = TEAD-YAP interaction inhibition | HEK-TIYL cells, TEAD-Gal4/YAP UAS-luciferase luminescence | AID 1259422 | actives 1.4% (n = 640,000) | inhibition, % at 9.12 µM; in the data active = inhibition above about 32%;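 note: 0% = median of test compound wells and 100% = reference inhibitor wells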
GPR151 ag = human GPR151 activation | Q8TDV0 | PathHunter beta-arrestin GPR151 cells, luminescence | activation, % at 11.2 µM | actives 1% (n = 650,000); in the data active = activation above about 4.9%;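 note: 0% = median of compound wells and 100% = cells with positive control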
Target sequence (Q8TDV0 whole entry, looked up): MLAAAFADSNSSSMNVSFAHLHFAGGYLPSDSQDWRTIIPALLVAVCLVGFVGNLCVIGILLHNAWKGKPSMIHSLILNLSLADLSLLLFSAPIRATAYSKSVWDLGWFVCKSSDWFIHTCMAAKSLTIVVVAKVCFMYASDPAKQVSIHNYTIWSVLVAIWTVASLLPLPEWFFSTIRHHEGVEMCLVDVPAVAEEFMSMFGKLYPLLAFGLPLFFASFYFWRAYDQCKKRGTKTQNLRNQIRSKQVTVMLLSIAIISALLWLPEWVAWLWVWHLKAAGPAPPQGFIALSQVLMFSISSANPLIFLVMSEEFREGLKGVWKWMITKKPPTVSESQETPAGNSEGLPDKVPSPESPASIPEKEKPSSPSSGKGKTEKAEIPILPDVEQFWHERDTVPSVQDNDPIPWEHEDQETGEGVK
MITF primary = human MITF inhibition, primary screen. AlphaScreen MITF homodimerization, bead proximity signal. O75030. inhibition, % at 2.6 µM. actives 0.91% (n = 650,000); in the data active = inhibition above about 50%;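 note: 0% = vehicle wells with protein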
Target sequence (O75030 whole entry, looked up): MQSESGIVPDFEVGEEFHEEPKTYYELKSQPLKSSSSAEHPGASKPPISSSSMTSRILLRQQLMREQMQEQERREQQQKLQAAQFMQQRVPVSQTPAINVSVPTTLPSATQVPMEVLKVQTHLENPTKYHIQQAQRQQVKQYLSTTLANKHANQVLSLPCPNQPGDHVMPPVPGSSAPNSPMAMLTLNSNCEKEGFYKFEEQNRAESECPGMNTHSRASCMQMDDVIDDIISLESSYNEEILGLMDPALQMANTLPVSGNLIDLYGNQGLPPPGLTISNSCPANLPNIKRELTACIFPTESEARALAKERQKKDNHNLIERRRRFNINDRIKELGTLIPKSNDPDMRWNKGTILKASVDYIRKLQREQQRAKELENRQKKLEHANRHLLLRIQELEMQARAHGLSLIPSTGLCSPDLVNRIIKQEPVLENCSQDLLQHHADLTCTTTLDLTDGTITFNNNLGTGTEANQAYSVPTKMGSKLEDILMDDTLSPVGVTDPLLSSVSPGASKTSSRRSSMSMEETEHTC
Numbers without * were called inactive.

The line under a structure holds: FBW7 act	TEAD-YAP inh	GPR151 ag	MITF primary
1) CCOC(=O)C(NC(=O)c1ccc(OC)cc1)(OCC1(CC)COC1)C(F)(F)F (stereo not given)
    -0.1	-6	-0.4	8
2) COc1ccccc1NC(=O)C/C(C)=N/NC(=O)Cc1ccc([N+](=O)[O-])cc1[N+](=O)[O-]
    0.1	-1	0.6	-15
3) COc1ccccc1CCNc1nc(CN2CCCC2c2nccs2)nc2ccccc12 (stereo not given)
    -1.1	-1	-0.1	12
4) Cc1ccc2c(c1)N(CC(=O)NCCO)C(=O)C(C)O2 (stereo not given)
    -0.2	1	0.8	13
5) CCN(C(=O)c1oc(=O)c2ccccc2c1-c1ccccc1)c1ccccc1
    0.0	14	0.1	3
6) CCC1SC(=NC(=O)c2cccs2)NC1=O (stereo not given)
    0.0	-10	-2.6	-2
7) O=C1C(=O)N(c2ccc(F)cc2)C(c2ccc3c(c2)OCO3)/C1=C(/O)c1ccccc1 (stereo not given)
    -0.2	2	-1.6	-27
8) Cc1cccc(NC(=O)CCC2CCN(C(=O)Cn3nc(Cl)ccc3=O)CC2)c1
    0.1	-2	-0.2	9
9) COCCN1C(=O)c2ccc(C(=O)Nc3ccc(C)cc3C(=O)O)cc2C1=O
    0.0	-1	1.3	1
10) C/C(CC(=O)Nc1ccc([N+](=O)[O-])cc1)=N/NC(=O)C1CC1c1ccccc1 (stereo not given)
    0.1	8	0.0	-21
11) O=C(COc1ccc(Cl)cc1Cl)NC(=O)N1CCCCC1
    0.2	-69	0.5	-2
12) CCN1CCN(C(c2ccc(F)cc2)c2c(O)cc(C)n(CC)c2=O)CC1 (stereo not given)
    0.4	0	-0.3	15
13) CCc1ccc(OCC(=O)Nc2ccccc2F)cc1
    0.0	-72	-1.0	-8
14) FC(F)(F)c1cccc(CNc2nc(Nc3ccc(N4CCOCC4)cc3)nc3c2ncn3-c2ccsc2)c1
    -0.2	-7	0.8	8
15) O=C(Nc1nnc(S(=O)(=O)N2CCCc3ccccc32)s1)c1ccccc1Cl
    0.1	-3	2.5	-3
16) COCCNC(=O)CCCNC(=O)Cn1cnc2sc(C)c(C)c2c1=O
    0.0	0	1.2	7
17) COc1cccc(NC(=O)c2cccc3nc4ccccc4nc23)c1
    -0.4	4	-1.4	-12
18) O=C(Nc1ccc2oc(-c3ccccc3Cl)nc2c1)c1cc(Br)ccc1Cl
    0.0	10	1.1	7
19) O=C(CN(C(=O)CCC(=O)Nc1ccccn1)C1CCCCC1)NCc1ccc(F)cc1
    0.5	5	1.0	-7
20) O=C(CSc1nc2ccc(N3C(=O)c4ccc([N+](=O)[O-])cc4C3=O)cc2s1)Nc1ccccc1C(F)(F)F
    0.3	0	-1.7	13
21) COc1ccc(CN2CCN(C3CCN(C(C)C)CC3)C(CCO)C2)cc1C (stereo not given)
    -0.1	-2	0.5	3
22) CCN(CC)S(=O)(=O)c1ccc([N+](=O)[O-])cc1
    0.8	10	-0.9	8
23) CCOc1ccc(C2/C(=C(\O)c3ccccc3)C(=O)C(=O)N2c2ccc(C)c(Cl)c2)cc1 (stereo not given)
    0.3	-11	-0.8	23
24) CCc1nnc(NC(=O)CN(C)C)s1
    -0.1	0	-0.5	12
25) O=C(CSc1ccccn1)NCc1ccc2c(c1)OCO2
    0.6	-22	1.3	0
26) COc1ccc(NC(=O)CN(Cc2ccccc2)S(=O)(=O)c2ccc(Br)cc2)cc1Cl
    0.1	-13	-0.3	-8
27) Cc1ccc(C(=O)Nc2ccc(N(C)C)cc2)cc1Cl
    -0.2	14	-0.8	7
28) O=C(CCCCNS(=O)(=O)c1ccccc1)NCc1ccco1
    0.1	0	-0.4	17
29) Cc1ccc(S(=O)(=O)NC(=O)c2cccc(Br)c2)cc1
    -0.1	-3	1.6	-4
30) CCC(C)(C)NC(=O)c1ccc2c(c1)N(CC(=O)N1CCCCC1)C(=O)C(C)(C)O2
    -0.1	-11	1.2	5
31) COc1cc2c(C#N)c(N(C)CCc3ccc(OC)c(OC)c3)nc(N)c2c(N)n1
    0.0	14	-1.6	6
32) CCCCOC(=O)c1ccc2c(c1)C(=O)N(c1ccc(OCC)cc1)C2=O
    -0.1	-2	-1.3	-4
33) Cc1cccc(-n2nnc(C(=O)NC3CCCC3)c2N)c1
    0.1	-18	-0.6	8
34) CCN(CC)c1ccc(NC(=O)C(NS(=O)(=O)c2cccs2)C(C)C)c(C)c1 (stereo not given)
    -0.1	-1	0.4	-1
35) Cc1cc(Br)ccc1OCCn1cncn1
    0.0	3	1.6	68*
36) Cc1c(C(=O)N2CCCCCC2)sc2ncnc(N3CCN(c4ccccc4)CC3)c12
    0.2	-8	2.0	0
37) CCCCC(=O)Nc1cc(C)c(NC(=O)c2cccs2)cn1
    0.1	-6	-0.8	10
38) CCC(C)N1C(=O)CN(C2CCC(C)CC2)C(=O)C1c1ccc(C)cc1 (stereo not given)
    0.1	-12	0.8	-10
39) CCN(CC)S(=O)(=O)c1ccc(NC(=O)c2ccc(Br)o2)cc1
    -0.2	1	0.0	6
40) O=C(CNS(=O)(=O)c1ccccc1)Nc1ccc(Br)cc1F
    -0.2	4	-0.1	11
41) CC(C)(C)OC(=O)CSc1n[nH]c2nc3ccccc3n12
    0.0	3	2.1	6
42) CCOC(=O)c1ccc(NC(=O)CCNS(=O)(=O)c2ccc3c(c2)CCC(=O)N3)cc1
    0.2	2	-0.7	-19
43) COC(=O)c1ccc(NC(=O)C2CCN(C(=O)c3ccc(Br)cc3)CC2)cc1
    -0.1	2	0.0	8
44) Cc1ccc(NC(=O)C2CCN(S(=O)(=O)c3c(C)[nH]c(=O)[nH]c3=O)CC2)cc1F
    0.1	-2	0.2	0
45) Cc1ccc(NC(=O)CN(C)C(=O)CSc2nc(C)cs2)cc1
    0.1	5	-0.1	4
46) Cc1cc(C)nc(N2CCC(C(=O)Nc3cc(Cl)ccc3C)CC2)n1
    -0.1	5	-0.1	12
47) COc1ccc(N(CC(=O)Nc2cccc(C)c2C)S(C)(=O)=O)cc1Cl
    0.1	7	-1.0	-17
48) CCOC(=O)N1CCN(C(=O)c2cccc(NC(=O)c3ccco3)c2)CC1
    -0.2	-3	-0.3	3
49) Cc1ccc(/C=N/NC(=O)C(=O)N2CCCC2)cc1
    -0.1	-5	0.6	2
50) O=C(CCC1(Cc2ccc(-c3ccccc3)cc2)CCC(=O)N1)NCCc1cccnc1 (stereo not given)
    0.1	13	0.7	22

The list continues.
The line under a structure holds: FBW7 act	TEAD-YAP inh	GPR151 ag	MITF primary
51) COc1ccccc1C(=O)C1C(=O)N(C)C23CCCC2C1c1cccc(OC)c1O3 (stereo not given)
    0.2	6	1.1	6
52) Cc1ccc(Sc2cc(C(=O)NC3CCC(C)CC3)c3ccccc3n2)cc1 (stereo not given)
    0.1	-3	0.5	4
53) CCOC(=O)Cc1nnc(NC(=O)CSc2nc3ccccc3s2)s1
    0.1	-3	1.6	-5
54) COc1cccc(CN=C2NS(=O)(=O)C(c3ccc(C)cc3)=C2C)c1OC
    0.3	10	-0.3	10
55) Cc1cc(Cl)ccc1OC(C)C(=O)NC(C)(C#N)C(C)C (stereo not given)
    0.6	-4	-1.5	10
56) Cc1ccc(C2=NC(c3cc(Br)ccc3F)NC(c3cc(Br)ccc3O)C2)cc1 (stereo not given)
    -0.1	-4	1.8	-9
57) COc1ccc(CCNc2cc(C)nc(-c3cccc(C(C)=O)c3)n2)cc1
    0.1	-18	1.0	-7
58) COC(=O)c1cc(NC(=O)c2c(-c3ccccc3Cl)noc2C)cc(C(=O)OC)c1
    0.1	14	-0.1	-11
59) CCCC(=O)N1CCN(c2ccc(C(C)=O)cc2F)CC1
    0.1	8	0.7	14
60) Cc1ccc(/C(O)=C2/C(=O)C(=O)N(CCN(C)C)C2c2ccco2)cc1 (stereo not given)
    -0.1	8	1.6	-1
61) CS(=O)(=O)c1ccc(NCc2ccccc2)c(F)c1
    0.0	-14	-0.4	-6
62) CCOC(=O)CSc1nc(NCc2ccc3c(c2)OCO3)c2ccccc2n1
    0.2	10	-1.0	11
63) COc1cccc(NC(=O)N2CCc3nc(-c4ccncc4)nc(N4CCCC4)c3C2)c1
    0.3	11	2.2	9
64) Cc1ccc2c(c1)N(C(=O)NC1CCCCC1)C(C)(C)CC2C (stereo not given)
    0.0	-17	2.5	-6
65) CC(C(=O)Nc1ccccn1)N1Cc2ccccc2C1=O (stereo not given)
    0.0	48*	-0.4	-5
66) Cn1c(/C=C2\C(=O)Nc3ccc(Br)cc32)nc2ccccc2c1=O
    0.0	-1	0.8	15
67) Cc1sc2ncnc(SCC(=O)OC(C)(C)C)c2c1C
    0.2	-6	-0.3	2
68) O=C(NC1CCN(Cc2ccccc2)CC1)C1CCCO1 (stereo not given)
    -0.1	6	-0.6	4
69) CC(C)Oc1nc(-c2ccccc2Cl)nc2ccccc12
    -0.1	4	0.7	1
70) CC(C)(C)C(=O)COC(=O)c1ccc(N)c([N+](=O)[O-])c1
    0.2	-18	-1.1	7
71) CCOC(=O)C1=C(CSc2ccccc2C)NC(=O)NC1c1ccc2c(c1)OCO2 (stereo not given)
    0.6	7	-1.5	5
72) CC(C)(C)NC(=O)Cn1c2ccccc2n2c(SCc3cccnc3)nnc12
    0.9	-3	-0.4	14
73) COc1ccc(C2OC2C(=O)c2ccc(C)cc2)cc1 (stereo not given)
    0.1	6	3.7	-12
74) CCOC(=O)c1c(NC(=O)CC)sc2c1CC(C(C)C)OC2 (stereo not given)
    -0.2	-4	-1.1	-3
75) COCCNC(=S)N/N=C(\C)c1ccc(OC(F)F)cc1
    -0.1	-1	-0.2	-14
76) CCCCCCOc1ccc(C(=O)OCC(=O)c2ccc(Cl)cc2)cc1
    -0.1	-6	0.0	3
77) CC(C)N1C(=O)C2C3CC(=O)C(c4ccccc43)C2C1=O (stereo not given)
    0.0	6	1.7	0
78) CC(C)N1CCC(N2CCN(Cc3cnc(-c4ccccc4)s3)CC2CCO)CC1 (stereo not given)
    0.0	1	2.7	4
79) COc1ccc(/C=C2/C=C(c3ccc(OC)c(OC)c3)OC2=O)cc1OC
    -0.3	5	1.1	-5
80) O=C(Cn1nc(-c2ccccc2)ccc1=O)NC1CCCC1
    0.0	6	1.2	2

An excerpt from above in order of SMILES length, low to high.
The line under a structure holds: FBW7 act	TEAD-YAP inh	GPR151 ag	MITF primary
68) O=C(NC1CCN(Cc2ccccc2)CC1)C1CCCO1 (stereo not given)
    -0.1	6	-0.6	4
73) COc1ccc(C2OC2C(=O)c2ccc(C)cc2)cc1 (stereo not given)
    0.1	6	3.7	-12
75) COCCNC(=S)N/N=C(\C)c1ccc(OC(F)F)cc1
    -0.1	-1	-0.2	-14
74) CCOC(=O)c1c(NC(=O)CC)sc2c1CC(C(C)C)OC2 (stereo not given)
    -0.2	-4	-1.1	-3
77) CC(C)N1C(=O)C2C3CC(=O)C(c4ccccc43)C2C1=O (stereo not given)
    0.0	6	1.7	0
76) CCCCCCOc1ccc(C(=O)OCC(=O)c2ccc(Cl)cc2)cc1
    -0.1	-6	0.0	3
66) Cn1c(/C=C2\C(=O)Nc3ccc(Br)cc32)nc2ccccc2c1=O
    0.0	-1	0.8	15
72) CC(C)(C)NC(=O)Cn1c2ccccc2n2c(SCc3cccnc3)nnc12
    0.9	-3	-0.4	14
79) COc1ccc(/C=C2/C=C(c3ccc(OC)c(OC)c3)OC2=O)cc1OC
    -0.3	5	1.1	-5
78) CC(C)N1CCC(N2CCN(Cc3cnc(-c4ccccc4)s3)CC2CCO)CC1 (stereo not given)
    0.0	1	2.7	4
71) CCOC(=O)C1=C(CSc2ccccc2C)NC(=O)NC1c1ccc2c(c1)OCO2 (stereo not given)
    0.6	7	-1.5	5

(listing goes on)
The line under a structure holds: FBW7 act	TEAD-YAP inh	GPR151 ag	MITF primary
81) CC(=O)Nc1ccc(N)c(S(=O)(=O)O)c1
    0.0	-9	-0.7	-1
82) O=C(NC1CC1)c1nc(-c2cccnc2)no1
    0.0	7	1.7	3
83) Cc1ccc(-n2ncc3c(NC4CCCCC4)ncnc32)c(C)c1
    -0.1	-27	3.4	13
84) COC(=O)C1=C(C)NC2=C(C(=O)CCC2)C1c1ccc(OC)cc1 (stereo not given)
    0.1	6	-1.5	14
85) O=C(NCc1ccncc1)C12CC3CC(CC(C3)C1)C2
    -0.5	-1	0.3	-18
86) CC(C)OC(=O)CSc1nc(N)c(C#N)cc1C#N
    0.1	-38	-1.3	-14
87) COc1ccc(C)cc1N(C)C(=O)CCc1nc(-c2ccc(C)cc2)no1
    0.1	1	-0.1	7
88) CC(C)(c1ccccc1)c1ccc(OCC(=O)Nc2ccc(N3CCOCC3)cc2)cc1
    -0.1	-6	0.1	8
89) CNC(=O)/C(C#N)=C/c1ccc(-c2cc(Cl)ccc2Cl)o1
    0.1	-19	-1.1	-1
90) COc1cccc(OC)c1OC(=O)c1ccc(Cl)c([N+](=O)[O-])c1
    -0.2	-1	-1.4	10
91) Cc1cc(C)n(C(=O)CCNC(=O)c2ccccc2Cl)n1
    0.3	1	0.6	14
92) Cc1cc(OCC(=O)N2CCN(c3ccccn3)CC2)ccc1Br
    -0.1	-2	-1.5	-2
93) CC(=O)c1cn(CC(=O)Nc2ccc(C)cc2C)c2ccccc12
    0.0	40*	0.2	2
94) O=C(Oc1cccc2ccccc12)c1cc2ccccc2oc1=O
    0.0	9	0.4	8
95) C=CCOC(=O)C1=C(C)NC(=O)NC1C1CC=CCC1 (stereo not given)
    -0.1	-5	1.6	-5
96) COc1ccc(-c2noc(CCC(=O)Nc3ccc(F)c(Cl)c3)n2)cc1
    1.0	0	0.7	16
